Screens from PubChem.
OX1R antag-1: blocks the human orexin 1 receptor; CHO/OX1R cells, Fluo-8 calcium fluorescence, orexin A; inhibition, % at 5 µM; 330,000 tested, 0.43% active; AID 434989;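 active = inhibition above its plate's threshold, mean inhibition of all tested compounds on the plate plus 3 SD, cut at about 37% in these data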;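 also: 0% = orexin A challenge wells and 100% = SB-334867-A antagonist wells; not every result past the cut was called active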
Target sequence (O43613 whole entry, looked up): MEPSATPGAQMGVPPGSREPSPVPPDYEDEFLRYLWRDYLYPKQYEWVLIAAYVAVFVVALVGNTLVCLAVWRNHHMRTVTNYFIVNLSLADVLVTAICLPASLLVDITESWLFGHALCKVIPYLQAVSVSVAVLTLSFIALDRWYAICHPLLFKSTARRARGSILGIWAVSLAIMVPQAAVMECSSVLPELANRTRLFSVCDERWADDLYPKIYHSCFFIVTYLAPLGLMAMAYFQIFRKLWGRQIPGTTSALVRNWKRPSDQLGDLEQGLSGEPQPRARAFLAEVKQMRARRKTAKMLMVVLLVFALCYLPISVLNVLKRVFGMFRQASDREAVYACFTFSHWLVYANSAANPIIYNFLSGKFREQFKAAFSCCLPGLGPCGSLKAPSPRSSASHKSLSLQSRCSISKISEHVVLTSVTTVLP
STK33 inh: human STK33 kinase inhibition; Q9BYT3; purified STK33, MBP phosphorylation, ADP-Glo luminescence; inhibition, % at 10 µM; 320,000 tested, 0.073% active;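 active = inhibition at or above 25%, using the most active replicate where run in duplicate; inactive = inhibition below 25%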
Target sequence (Q9BYT3 whole entry, looked up): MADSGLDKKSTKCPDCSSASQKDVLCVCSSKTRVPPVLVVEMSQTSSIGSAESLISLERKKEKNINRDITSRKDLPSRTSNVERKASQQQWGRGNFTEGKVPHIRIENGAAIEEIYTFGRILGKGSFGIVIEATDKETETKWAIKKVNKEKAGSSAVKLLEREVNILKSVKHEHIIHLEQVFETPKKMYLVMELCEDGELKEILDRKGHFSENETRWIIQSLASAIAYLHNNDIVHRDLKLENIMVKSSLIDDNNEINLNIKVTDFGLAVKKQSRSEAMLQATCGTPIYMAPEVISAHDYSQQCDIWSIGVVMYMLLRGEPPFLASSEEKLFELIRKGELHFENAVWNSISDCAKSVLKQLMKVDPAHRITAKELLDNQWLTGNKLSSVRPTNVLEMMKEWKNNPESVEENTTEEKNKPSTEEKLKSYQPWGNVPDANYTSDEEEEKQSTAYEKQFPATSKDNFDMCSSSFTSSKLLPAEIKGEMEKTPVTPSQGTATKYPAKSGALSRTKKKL
OX1R antag-2: antagonists of human orexin 1 receptor (OX1R). O43613. OX1R-expressing cells, FRET antagonist read-out. inhibition, % at 6.6 µM. 330,000 tested, 1.8% active. AID 485270; in the data active = inhibition mostly above about 38%, no sharp cut-off; inactive = mostly below about 40%;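 also: 0% = agonist challenge alone and 100% = reference antagonist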
The depositor's hits bear a star; · = no result given.

A first look, 4 compounds:
Below each compound: OX1R antag-1	STK33 inh	OX1R antag-2
Cc1nn(-c2ccccc2)c(C)c1C(=O)OC(C)C(=O)NC1CCCCC1C (stereo not given)
    -31.0	-1.7	12.4
CCCNC(=O)C1CCC(CNS(=O)(=O)c2cccc3nsnc23)CC1 (stereo not given)
    7.6	·	33.6
COCCn1c(SCC(=O)Nc2cccc(S(N)(=O)=O)c2)nc2cc(Cl)ccc2c1=O
    -27.4	-0.5	20.2
c1ccc2c(Cn3ccnc3)c[nH]c2c1
    -4.7	-0.2	4.0

Main list, previewed entries included:
Below each compound: OX1R antag-1	STK33 inh	OX1R antag-2
Cc1nn(-c2ccccc2)c(C)c1C(=O)OC(C)C(=O)NC1CCCCC1C (stereo not given)
    -31.0	-1.7	12.4
CCCNC(=O)C1CCC(CNS(=O)(=O)c2cccc3nsnc23)CC1 (stereo not given)
    7.6	·	33.6
COCCn1c(SCC(=O)Nc2cccc(S(N)(=O)=O)c2)nc2cc(Cl)ccc2c1=O
    -27.4	-0.5	20.2
c1ccc2c(Cn3ccnc3)c[nH]c2c1
    -4.7	-0.2	4.0
CCCn1c(SCC(=O)Nc2nnc(C)s2)nnc1C1CC1
    -1.1	-1.2	20.2
COc1cc(C(=O)N2CCN(c3ccccc3F)CC2)ccc1OCC(=O)N1CCOCC1
    -17.9	-0.3	-0.6
COc1cccc(C(C)N(C)Cc2nc(COc3ccccc3)no2)c1 (stereo not given)
    -14.8	1.2	7.3
Nc1nc2c(ncn2C2C[C@H](O)[C@@H](CO)O2)c(=O)[nH]1 (stereo not given in full)
    5.4	-0.8	24.7
COc1ccccc1C(=O)NCC(=O)N1CCN(c2ncccn2)CC1
    -14.9	-1.5	1.5
C[C@H](C(=O)O)c1n[nH]c(=O)c2ccccc12
    5.9	2.2	23.5
O=C(c1cc2ccccc2o1)N1CCN(C/C=C/c2ccccc2)CC1
    -12.9	-0.2	2.4
C=CCn1c(SCC(C)=O)nc2sc3c(c2c1=O)CCC3
    -19.0	-0.4	2.0
O=C(OCn1ncc(Cl)c(Cl)c1=O)c1cccc(C(F)(F)F)c1
    51.8*	-0.7	6.4
O=C(COc1ccccc1)N1CCN(c2ncnc3c2cnn3-c2ccccc2)CC1
    -4.5	0.4	18.3
CC(C)[C@@H](C(=O)NC1CC1)N1C(=O)N2CCc3c([nH]c4ccccc34)[C@@]2(C)C1=O
    -23.0	1.0	18.1
Cc1ccc(OCc2nnc(SCC(=O)N3C(C)CCCC3C)o2)cc1 (stereo not given)
    -25.8	0.0	10.4
COc1ccc(-n2cnc3cc(C(=O)NCC4CCCO4)ccc32)cc1 (stereo not given)
    -6.8	-1.2	14.4
COc1ccc(CN2C(=O)c3cccc4cccc(c34)C2=O)cc1
    -7.2	0.0	17.9
CC(C)Cc1ccc(S(=O)(=O)N2CCOCC2)cc1
    -1.2	-1.6	13.6
CC(C)(C)S(=O)(=O)/C(C#N)=N/Nc1ccc(S(N)(=O)=O)cc1
    -4.7	-2.0	24.0
OCCC1CN(Cc2cccc3nonc23)CCN1C1CCCCC1 (stereo not given)
    -14.5	0.0	23.8
O=C(c1noc2c1CCCC2)N1CCN(c2ccccc2)CC1
    -14.7	-1.7	9.8
Cc1cc(NC(=O)COC(=O)COc2ccc(Cl)cc2C)c([N+](=O)[O-])cc1C
    -21.4	0.6	29.4
Cc1cc(C)n2nc(SCc3c(F)cccc3Cl)nc2n1
    -26.4	-0.3	10.8
CC1CC(C(F)(F)C(F)(F)F)n2nc(C(=O)O)cc2N1 (stereo not given)
    -5.1	-1.6	11.7
CCN(CC(=O)Nc1c(F)cccc1F)C(=O)Cc1c[nH]c2ccccc12
    6.8	-1.0	4.8
CC(C)(CN1CCN(c2ccccc2)CC1)NS(=O)(=O)c1ccccc1
    -14.4	-0.1	27.6
Cc1cc(C)cc(SCc2noc(C(=O)NCC3CC3)c2C(=O)NCC2CC2)c1
    -34.9	-0.5	15.5
O=C(CCCN=C1NS(=O)(=O)c2ccccc21)OCC(=O)c1ccccc1Cl
    -9.6	-1.0	9.1
Cc1cc(C)cc(N2CN=c3s/c(=C\c4ccco4)c(=O)n3C2)c1
    -4.2	0.6	25.4

Complete entries, quoted from the list. Order of values: OX1R antag-1 | STK33 inh | OX1R antag-2
`C[C@H](C(=O)O)c1n[nH]c(=O)c2ccccc12` in the list: 5.9 | 2.2 | 23.5
`Cc1cc(C)n2nc(SCc3c(F)cccc3Cl)nc2n1` in the list: -26.4 | -0.3 | 10.8

More records.
Below each compound: OX1R antag-1	STK33 inh	OX1R antag-2
CCCCC1(Cc2cccc([N+](=O)[O-])c2)C(=O)N(c2ccccc2)N(c2ccccc2)C1=O
    -14.2	-0.1	14.9
CS/C(=N\S(=O)(=O)c1ccc(N)cc1)NS(=O)(=O)c1cccs1
    -2.6	-2.3	0.4
COc1ccc(C2CC(c3cccs3)=NN2C(=O)CSc2nc(=O)n3ccccc3n2)cc1 (stereo not given)
    -2.1	·	19.7
Cc1ccc(-n2c(-c3nn(C)c(C)c3Cl)n[nH]c2=S)cc1
    -13.7	-1.9	11.3
COc1ccccc1Nc1nc(N)nc(-c2oc3ccccc3c2C)n1
    -6.1	-0.7	10.1
O=C(O)c1ccc(NC(=O)c2ccccc2NC(=O)c2ccccc2Cl)cc1
    -5.0	·	4.8
Cc1ccc(SC/C(O)=C(\C#N)c2nc3ccccc3s2)cc1
    2.2	-0.4	71.8
COc1ccc(-c2c(C)nn3c(N4CCC(C(=O)NCCN(C)C)CC4)cc(C)nc23)cc1OC
    -15.8	-1.8	3.0
CS(=O)(=O)N(CC(=O)Nc1ccc2c(c1)OCO2)Cc1ccccc1
    -0.6	-0.1	19.4
COc1cc(/C=C(\C#N)C(=O)NC(C)C)ccc1OCc1ccc(C(=O)O)cc1
    -5.9	0.3	23.2
O=C(CN1CCN(C(=O)c2cccc(F)c2)CC1)NC1CCCCC1
    -5.6	0.6	5.9
O=C(NNC(=O)c1cccnc1)Nc1ccc([N+](=O)[O-])cc1
    -7.5	-1.4	28.2
CCc1nc2sc3c(c2c(=O)n1NC(=O)CCl)CCCC3
    -13.2	-0.1	10.0
C=CCN1c2ccccc2C(=O)C(C)S1(=O)=O (stereo not given)
    -2.6	·	14.4
Cc1ccccc1CSc1ncnc2ccccc12
    -23.2	-0.3	4.0
CCCCN(C(=O)c1oc2ccc(OCC)cc2c1C)c1c(N)n(CCCC)c(=O)[nH]c1=O
    -17.2	-0.5	10.2
C=CC[N+]1(CC(=O)NCc2ccc(NC(C)=O)cc2)CCOCC1
    -1.2	-0.5	2.8
Cc1ccc(-c2cc(C(F)F)n3ncc(C(=O)Nc4c(C)nn(Cc5ccccc5Cl)c4C)c3n2)cc1
    -39.7	-0.5	11.4
O=C(NCCCN1CCOCC1)c1cnn2c(-c3ccccc3)cc(-c3ccccc3)nc12
    -26.3	-0.3	19.5
Cc1ccc(CNCCNCCO)s1
    2.9	-2.3	12.9
O=C(NC1CCCc2ccccc21)N[C@@H](Cc1ccccc1)C(=O)O (stereo not given in full)
    -3.7	-1.1	-6.6
CCCN1CCC(=O)N(CCN=[N+]=[N-])CC1
    5.8	-2.1	18.3
O=C(O)c1ccc2nc(-c3ccccc3)sc2c1
    -11.4	11.9	14.5
O=C(Nc1ccc2c(c1)OCCO2)NC1(C(F)(F)F)Oc2ccccc2O1
    -21.0	0.3	12.4
O=C(c1c[nH]c(C(=O)N2CCN(Cc3ccccc3)CC2)c1)C1CCCCC1
    -30.9	-1.1	9.8
CN1CC(c2ccccc2)C2(COc3ccccc3C2=O)C12C(=O)Nc1ccccc12 (stereo not given)
    -15.3	-0.4	5.3
CN1C2=CC=CC=CC2=[N+](C)C12C([N+](=O)[O-])=CC(=[N+]([O-])[O-])C=C2[N+](=O)[O-] (stereo not given)
    -7.2	-0.5	13.9
Cc1ccc(S(=O)(=O)N2C[C@@H]3CCCC[C@@H]3[C@@H](C)[C@H]2c2cn(Cc3ccccc3)c3ncccc23)cc1
    26.4	·	22.4
O=C(Cc1ccc(Cl)cc1)Nc1ccc(-c2cc3ccccc3oc2=O)c(Cl)c1
    -17.7	0.6	18.4
COCCCNC(=O)C1CCCCN1S(=O)(=O)c1ccc(F)cc1 (stereo not given)
    -13.9	-1.6	16.7
CC1CCc2sc(C(=O)NCc3ccccn3)cc2C1 (stereo not given)
    -28.4	0.8	17.9
CC1=CCC(C(=O)O)(C(=O)N/N=C/c2cccs2)C(c2ccc([N+](=O)[O-])cc2)C1 (stereo not given)
    0.1	0.3	6.7
CC(=O)c1cc(C)ccc1OC(=O)c1ccncc1
    6.0	0.9	8.4
O=C(NCCC1CCCCN1S(=O)(=O)c1ccccc1)C(=O)NCc1ccccn1 (stereo not given)
    -21.0	-1.1	19.0
Cc1ccc(-c2c3c(nc4sc(C(N)=O)c(N)c24)CCCC3)o1
    -9.7	2.9	16.6
Fc1ccc(Cn2c(-c3cscn3)nc3ccccc32)c(Cl)c1
    -50.7	-1.7	23.2
O=C1/C(=C/c2ccccc2F)SC(=S)N1CC(=O)N1CCCCC1c1cccnc1 (stereo not given)
    -19.5	-0.5	24.4
CCCCCNC(=O)Cc1ccc(S(=O)(=O)N2CCOCC2)s1
    -9.5	0.6	11.7
O=C(CCNC(=O)c1ccc(Cl)cc1)NCCC1=CCCCC1
    -40.7	-2.0	8.3
O=C(OCC1OC(n2cnc3c(N(C(=O)c4ccccc4)C(=O)c4ccccc4)ncnc32)C(O)C1F)c1ccccc1 (stereo not given)
    -2.0	·	18.2
O=C(NNC(=O)C1CCN(c2ncccn2)CC1)c1ccccc1
    -12.8	0.6	14.0
NC(=O)CSc1nnc(NC(=O)C2CC(=O)N(c3ccc(F)cc3)C2)s1 (stereo not given)
    -0.6	-1.2	3.4
Cc1nn(-c2ccccc2)c(C)c1NC(=O)COc1ccc(C#N)cc1
    -19.9	-0.8	1.1
CC1CC(C)CN(S(=O)(=O)c2ccc(C(=O)N(C)Cc3ccccc3)cc2)C1 (stereo not given)
    -15.8	-2.0	-0.2
Cc1cc(C)nc(NNC(=O)NC2CCCCC2)n1
    5.0	-0.7	-1.4
Oc1c(N=NC(=S)Nc2ccccc2F)c2ccccc2n1Cc1cccc(Cl)c1
    -29.1	0.1	25.0
CC(=O)Nn1c(COc2ccccc2C)nc2ccccc2c1=O
    -1.9	0.1	16.0
Cc1ccc(/C=N/n2cnc3sc4c(c3c2=O)CCCC4)o1
    -12.9	1.4	-1.1
Nc1ncnc2c1ncn2[C@@H]1O[C@H](CNCc2cccc(C#Cc3ccccc3)c2)[C@@H](O)[C@H]1O
    -4.4	·	16.4
CC(C)(C)c1ccccc1NC(=O)NC1CCN(Cc2c(F)cccc2Cl)CC1
    4.0	-0.8	13.9
COc1ccc(C(=O)NCc2n[nH]c(=S)n2-c2ccccc2)cc1OC
    5.9	-0.6	22.0
CCCCOc1ccc(C(=O)N2CCNC(=O)C2CC(=O)OC(C)C)cc1 (stereo not given)
    -15.2	1.6	7.9
CCCCOCCCn1c(-c2ccco2)nc2nc3ccccc3nc21
    -21.5	2.0	9.2
Cn1c(=O)c2c(-c3ccccc3)n(C3CCCCC3)cc2n(C)c1=O
    -1.2	0.7	-1.6
Cc1nc2sc(C(c3cccc(F)c3)N3CCN(C(=O)c4ccco4)CC3)c(O)n2n1 (stereo not given)
    -10.8	-0.5	14.7
COc1ccccc1NC(=O)CSCc1cc(=O)n2ccsc2n1
    -6.6	-0.8	7.3
CC(=O)c1cc(C)ccc1OC(=O)c1cccc2nc(C)oc12
    -32.1	4.5	22.6
CC1CCCCN1CCCNC(=O)c1nn(C)c2c1CSc1ccccc1-2 (stereo not given)
    -14.9	1.6	-2.4
CC1=NNC(=O)C1CCC(=O)N/N=C\c1ccccc1[N+](=O)[O-] (stereo not given)
    -2.6	4.0	16.8
Cc1cc(NC(=O)c2sc(Nc3ccc(F)cc3)nc2N)no1
    -12.5	3.0	18.2

Going on with the list:
Below each compound: OX1R antag-1	STK33 inh	OX1R antag-2
CC(O)CN1CC(O)=C(c2nc3ccccc3s2)C1=N (stereo not given)
    -13.2	2.6	-1.1
CCN(Cc1cnn(C)c1)C(=O)c1ccc(OC2CCN(S(=O)(=O)N(C)C)CC2)cc1
    -2.4	-1.5	13.5
CC(C)(C)c1cc(NC(=O)Nc2ccccc2OC(F)(F)F)no1
    -20.4	0.5	0.9
CN(C)C(=O)CSc1nnc(-c2cc(-c3cccs3)nc3ccccc23)o1
    -8.6	-0.4	36.5
COCCCNC(NC(=O)c1ccc(C)cc1)C(Cl)(Cl)Cl (stereo not given)
    -3.6	-0.9	10.9
COC(=O)CC1Sc2ccccc2NC1=O (stereo not given)
    -1.0	-1.8	6.1
CCOCc1c(C(=O)Nc2ccc(OC)nc2)oc2ccccc12
    -41.1	-2.4	9.4
CCOC(=O)N1CCC(NC(=O)c2cc3c(-c4ccccc4F)nn(C)c3s2)CC1
    -15.4	1.1	8.0
CN(C)c1ccc(C=NC(CO)C(O)c2ccc([N+](=O)[O-])cc2)cc1 (stereo not given)
    -9.8	0.1	8.0
Cc1ccnc(N=Cc2nc(-c3ccccc3Br)oc2O)c1
    -2.2	-0.2	13.7
COC(=O)/C=C/c1ccc(OC(=O)c2ccncc2)cc1
    -2.1	-2.4	7.5
Cc1cccc(-n2c(SCC(=O)O)nc3sc4c(c3c2=O)CCC4)c1
    3.7	-0.6	7.1

Three entries picked at random from those above:
Below each compound: OX1R antag-1	STK33 inh	OX1R antag-2
COCCCNC(NC(=O)c1ccc(C)cc1)C(Cl)(Cl)Cl (stereo not given)
    -3.6	-0.9	10.9
COC(=O)CC1Sc2ccccc2NC1=O (stereo not given)
    -1.0	-1.8	6.1
CCOC(=O)N1CCC(NC(=O)c2cc3c(-c4ccccc4F)nn(C)c3s2)CC1
    -15.4	1.1	8.0
